B2AR arrestin – agonists driving beta-arrestin recruitment to human beta2-adrenergic receptor; P07550; beta-arrestin recruitment to beta2AR, cell-based reporter; Potency, µM (highest dose often 46.1 µM), for the others: top-dose activation, actives largely listed as activators; hit rate 0.02% among 330,000;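 note: potency is the fitted concentration of half-maximal effect; 0% = DMSO controls and full agonism = EC100 isoproterenol or metaproterenol; nearly all actives have a fitted effect of over 65% in size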
Giardia kill – Giardia lamblia killing | Giardia lamblia trophozoite viability | activity change, % at 7.66 µM, hits read low | hit rate 0.15% among 340,000; in the data active = activity change below about -80%; inconclusive = between about -30% and that limit;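 note: parasites exposed to compound for two days anaerobically before the ATP read; % is set by controls: 0 for no effect and ±100 for the full control effect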
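Trophozoites 100 cells/well + cpd; 48 hrs, 37 deg C, anaerobic. ATPLite 1-Step added, 15-30 min RT, luminescence read (ATP-based viability).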
Tb PFK inh – T. brucei PFK enzyme inhibition; O15648; T. brucei PFK, ADP-Glo luminescence; Potency, µM (series often up to 57.5 µM), for inactives: at the top dose activity, negative = inhibition, hits mostly inhibitors; hit rate 0.17% among 330,000;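 note: potency is the fitted concentration of half-maximal effect; 0% = uninhibited 1x PFK enzyme wells and -100% = no-enzyme wells; nearly all actives have a fitted effect of over 60% in size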
Target sequence (O15648 whole entry, looked up): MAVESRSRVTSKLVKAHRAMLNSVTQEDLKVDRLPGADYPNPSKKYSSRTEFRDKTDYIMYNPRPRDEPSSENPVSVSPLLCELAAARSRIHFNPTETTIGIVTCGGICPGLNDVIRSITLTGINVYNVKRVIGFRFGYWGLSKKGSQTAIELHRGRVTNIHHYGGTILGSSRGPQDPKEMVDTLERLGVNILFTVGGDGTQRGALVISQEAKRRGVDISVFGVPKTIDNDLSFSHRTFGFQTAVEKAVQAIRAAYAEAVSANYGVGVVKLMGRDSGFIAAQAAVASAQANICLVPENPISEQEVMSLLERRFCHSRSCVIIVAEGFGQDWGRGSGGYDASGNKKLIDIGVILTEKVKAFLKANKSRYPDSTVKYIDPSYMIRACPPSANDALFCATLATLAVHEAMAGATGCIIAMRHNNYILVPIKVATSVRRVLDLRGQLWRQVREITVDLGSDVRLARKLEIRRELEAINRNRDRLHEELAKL
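PFK 1.25 nM, F6P 0.5 mM, ATP 0.1 mM, 0.1 M TEA pH 8.0, 5 mM MgCl2, 0.01% Tween20, 0.1% BSA; 45 min RT. ADP-Glo readout. qHTS titration up to 57 uM; curves fitted, compounds curve-classed.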
a7 integrin act – activators of alpha7 integrin expression for muscular dystrophy. hit rate 0.064% among 350,000. Potency, µM (highest dose often 38.3 µM), without a hit: at the top dose activation, most hits filed as activators. AID 624291. alpha7betagal myoblasts, beta-gal FDG fluorescence, 48 h;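 note: potency is the fitted concentration of half-maximal effect; 100% = response of the positive control SU9516; nearly all actives have a fitted effect of over 60% in size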
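alpha7betagal+/- myoblasts (passage 13, 250/well) treated 48 h at 37C with compounds at 1:260 dilution of DMSO stock. Lysed, then beta-galactosidase activity read as FDG fluorescence (ex 480/em 540) after 30 min, with pre-read for autofluorescence.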
PKM2 activator – PKM2 (human) enzyme activation. purified PKM2, Kinase-Glo ATP luminescence, activation; response scale: 0% is enzyme alone, no compound. Potency, µM (top dose mostly 57.5 µM), for the others: top-dose activation, most hits filed as activators. hit rate 0.34% among 260,000; note: potency is the fitted concentration of half-maximal effect; % is set by controls: 0 for no effect and ±100 for the full control effect; nearly all actives have a fitted effect of over 55% in size
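Purified hPK-M2 (>95%) run at intermediate activity with 0.1 mM ADP and 0.5 mM PEP in 50 mM imidazole pH 7.2, KCl, MgCl2; 1 h room temperature. ATP formed read by Kinase-Glo luminescence; normalized to uninhibited and no-enzyme controls.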
GALK inhibitor – galactokinase (human) inhibition | Purified GALK, Kinase-Glo residual ATP luminescence | Potency, µM (highest dose often 57.5 µM), for inactives: at the highest dose activity change, negative = inhibition, usual class: inhibitors | AID 1868 | hit rate 0.007% among 270,000 | P51570; note: potency is the fitted concentration of half-maximal effect; % is set by controls: 0 for no effect and ±100 for the full control effect
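5 nM enzyme, 35 uM ATP, 100 uM galactose, 20 mM HEPES pH8.0, 5 mM MgCl2; 1 h RT; residual ATP by Kinase-Glo Plus luminescence, qHTS format.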
BCR signal inh – inhibitors of chronic active B-cell receptor signaling. ABC-DLBCL IkBa-CBG/CBR reporter, luminescence ratio, 4 h. Potency, µM (series often up to 46.1 µM), for the others: top-dose ratio change, negative = lower green/red ratio, usual class: inhibitors. hit rate 0.05% among 340,000. AID 493014; active = well fitted inhibition curve with a large enough effect in the signal ratio, with a control signal flat, not every such curve was filed as active; inconclusive = small, poorly fitted or top-dose-only effect, or effect the other way, or a change in a side signal; the % refers to the signal ratio;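 note: potency is the fitted concentration of half-maximal effect; plate controls were basal doxycycline-induced cells for no effect and cells given 10 µM MG132 for full effect; MG132 reads +100%, hits lower the ratio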
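TMD8 human ABC-DLBCL cells with doxycycline-inducible IκBα–green luciferase fusion and unfused red luciferase, in 0.5% FBS medium; compounds up to 46 uM, 4 h at 37C. Green/red luminescence ratio, filter-overlap corrected, fitted to concentration-response curves.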
Menin-MLL TR inh – inhibitors of human menin-MLL interaction, mutant MLL peptide; AID 1768; O00255; hit rate 0.23% among 270,000; Potency, µM (top dose mostly 61.6 µM), without a hit: top-dose FP activity change, negative = inhibition, most hits filed as inhibitors; Menin + Texas Red MLL mutant peptide, fluorescence polarization; active = well fitted inhibition curve with a large enough effect in the polarisation, with a control signal flat, not every such curve was filed as active; inconclusive = small, poorly fitted or top-dose-only effect, or effect the other way, or a change in a side signal; inactive = no such curve, though single readings can be large or run the other way; the % refers to the polarisation; note: potency is the fitted concentration of half-maximal effect; % of control where 0% means no effect; many of its hits are not listed in these tables
S-ASM inh – human S-ASM enzyme inhibition | P17405 | AID 504937 | hit rate 0.006% among 340,000 | placental ASM, HMU-PC fluorogenic substrate, 60 min | Potency, µM (series often up to 57.5 µM), without a hit: top-dose activity change, negative = inhibition, most hits filed as inhibitors; note: potency is the fitted concentration of half-maximal effect
Target sequence (P17405 47-631 limits assumed): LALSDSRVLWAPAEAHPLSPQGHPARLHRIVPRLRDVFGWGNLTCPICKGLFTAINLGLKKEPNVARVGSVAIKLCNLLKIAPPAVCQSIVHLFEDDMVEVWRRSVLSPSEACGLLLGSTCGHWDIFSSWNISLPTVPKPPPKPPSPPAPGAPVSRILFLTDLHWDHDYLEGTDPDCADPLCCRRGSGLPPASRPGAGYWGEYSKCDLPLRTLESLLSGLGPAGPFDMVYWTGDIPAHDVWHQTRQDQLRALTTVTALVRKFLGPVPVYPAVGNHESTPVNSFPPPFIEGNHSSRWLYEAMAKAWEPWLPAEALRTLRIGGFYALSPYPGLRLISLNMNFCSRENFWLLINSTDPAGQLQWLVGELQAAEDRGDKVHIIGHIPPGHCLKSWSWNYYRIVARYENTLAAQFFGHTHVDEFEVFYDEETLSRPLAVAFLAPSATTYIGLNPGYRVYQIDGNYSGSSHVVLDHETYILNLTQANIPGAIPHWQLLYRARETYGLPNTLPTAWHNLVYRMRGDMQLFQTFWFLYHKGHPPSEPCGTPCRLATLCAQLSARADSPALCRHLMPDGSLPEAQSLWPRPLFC
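Human placenta-derived ASM preincubated with compound 10 min at room temperature, then reacted with 9 uM (final) fluorogenic HMU-PC substrate for 60 min at 37 C. Stop solution raises pH to 10; fluorescence read at Ex 386/Em 447 nm.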
PTAP TSG101 blk – blocks PTAP/TSG101 interaction to inhibit HIV-1 budding. Q99816. Fluorescence polarization, FITC-PTAP peptide / Tsg101 binding. Potency, µM (doses to about 115 µM), for the others: top-dose activity change, negative = inhibition, usual class: inhibitors. 340,000 tested, under 10 active; active = well fitted inhibition curve with a large enough effect in the main read-out, with a control signal flat, not every such curve was filed as active; inconclusive = small, poorly fitted or top-dose-only effect, or effect the other way, or a change in a side signal; inactive = no such curve, though single readings can be large or run the other way; note: potency is the fitted concentration of half-maximal effect; % of control where 0% means no effect
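Tsg101 binding domain (10 uM final) was mixed with compound and a FITC-labeled PTAP peptide (50 nM final) in HEPES pH 7.5 buffer with NaCl, Tween 20, EDTA and TCEP; fluorescence polarization was read after 20 min at r.t.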
Coupling enz – coupling enzyme interference in Giardia aldolase counter-screen | activity change, negative = inhibition, % at 58.2 µM, hits read low | AID 2472 | hit rate 0.67% among 290,000 | coupling enzyme system counterscreen, AmpLite Red fluorescence; in the data active = activity change below about -30%; note: % is set by controls: 0 for no effect and ±100 for the full control effect
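Compounds tested against the coupling enzymes alone at 57.5 uM final; readout was AmpLite Red fluorescence (525/598 nm) after 20 min at RT.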
Active calls of the source: *; ? = inconclusive; · = no result given; & = joins results of further samples; [ ] = another dose, or the depositor's remark. Unless noted, calls come from the whole dose curve; as a rule, active = well fitted curve in the direction sought with a large enough effect; inconclusive = small, poorly fitted or top-dose-only effect, or another doubt; inactive = no such curve, though single readings can be large; an effect the other way counts as inactive or inconclusive. Only part of the results is shown (hit frequency here may not be typical).

SMILES	B2AR arrestin	Giardia kill	Tb PFK inh	a7 integrin act	PKM2 activator	GALK inhibitor	BCR signal inh	Menin-MLL TR inh	S-ASM inh	PTAP TSG101 blk	Coupling enz
Cc1cc(OC(C)C(=O)NCc2cccnc2)c2c(C)c(C)c(=O)oc2c1 (stereo unspecified)	0.4%	12	0%	16%	0%	-3%	7%	2%	6%	-5%	3
O=C(c1ccccc1-c1ncc[nH]1)N1CCCC(Nc2ccc(F)cc2)C1 (stereo unspecified)	-0.3%	17	0%	-7%	-3%	0%	-5%	·	·	1%	·
O=C(Nc1cccc(S(=O)(=O)NC2=NCCC2)c1)c1cc(-c2ccccn2)nc2ccccc12	0.2%	24	2%	-1%	4%	·	-6%	·	-1%	-1%	1
COc1ccccc1N1CCN(C(=O)CCCN2C(=O)c3cccc4cccc(c34)C2=O)CC1	0.2%	-20	-3%	-29%	-16%	0%	12%	?	-5%	-2%	-1
CCOC(=O)C1CCN(S(=O)(=O)c2ccc(OCC(=O)OC)cc2)CC1	0.0%	-15	16%	0%	15%	0%	5%	5%	0%	1%	1
COc1ccccc1CNC(=O)COc1ccccc1C(=O)c1cnn(-c2ccccc2)c1	-0.1%	4	4%	7%	·	·	?	·	-8%	-2%	·
O=C(N/N=C/c1cc([N+](=O)[O-])ccc1O)/C(=C\c1cccs1)NC(=O)c1ccccc1	-0.4%	-5	8%	-47%[inhibitor]	-12%	-3%	6%	?	-2%	1%	-2
CCCCn1c(CCC(=O)O)nc2cc(S(=O)(=O)N(CC)CC)ccc21	0.1%	4	0%	-29%	0%	-1%	-5%	·	4%	-4%	-1
COc1ccc(OC)c(N=Cc2c(O)c3ccccc3oc2=O)c1	0.0%	-2	1%	?	0%	8%	-8%	-7%	-2%	?	1
O=C(C1COc2ccccc2O1)N1CCc2ccccc2C1 (stereo unspecified)	-0.2%	-14	-7%	2%	-14%	2%	?	-8%	1%	-5%	-4
COc1ccc(C2c3ccc(O)cc3Oc3ncn(CCN4CCOCC4)c(=N)c32)cc1OC (stereo unspecified)	-0.1%	-10	3%	22%	16%	-2%	?	·	2%	-7%	-2
COCCn1c(-c2ccc(Cl)cc2)nc2oc3cc(OC)ccc3c(=O)c2c1=O	-0.3%	-16	-5%	14%	0%	12%	-5%	·	-3%	-6%	8
CCN1C(=O)[C@H]2[C@@H](c3ccc(-c4ccc(Cl)c(Cl)c4)cc3)N[C@@](C)(C(=O)OC)[C@H]2C1=O	2.9%	-25	0%	-3%	·	·	-4%	·	?	-2%	·
CCC(CC)C(=O)Nc1cc(C(=O)OC)ccc1C(=O)OC	-1.2%	0	0%	3%	2%	2%	-1%	-2%	49%[activator]	-12%	2
CCOC(=O)C1=C(C)N=c2s/c(=C/c3ccco3)c(=O)n2C1c1cccc(OC)c1 (stereo unspecified)	-0.1%	0	-1%	-7%	?	-1%	4%	?	-23%	1%	-2
O=C(NCc1ccc2c(c1)OCO2)c1ccc(Br)cc1	5.1%	-27	-10%	24%	6%[11.5 µM]	6%	7%	-14%	0%	-5%	4
CC1(C)Cc2ccccc2-c2nc(CN3CCOCC3)[nH]c(=O)c21	-0.6%	4	0%	2%	-11%	-1%	-5%	-10%	0%	-1%	-1
Cc1ccc(N2CC(O)Cn3c2nc2c3c(=O)[nH]c(=O)n2C)cc1 (stereo unspecified)	-0.1%	14	-3%	0%	4%	·	1%	0%	1%	-2%	0
Cc1cccc(C(=O)NCC(=O)OCc2nnc(-c3ccccc3)o2)c1	-0.8%	-4	3%	0%	·	·	-7%	·	·	0%	·
COc1ccccc1NS(=O)(=O)c1ccc(C)c(C(=O)NCC2(N(C)C)CCCCC2)c1	0.0%	4	10%	-16%	·	·	-2%	·	0%	-1%	·
CCN(CC)C(=O)[C@H]1C[C@H](CC(=O)NCc2ccco2)C(=O)N2CCc3c([nH]c4cc(CCC(=O)N(C)C)ccc34)[C@]12C	-0.4%	7	-1%	18%	·	·	0%	·	1%	1%	·
CCC(CC)C(=O)c1c[nH]c(C(=O)NCCCn2ccnc2)c1	-0.5%	-17	3%	15%	-3%	2%	7%	-8%	2%	0%	-1
Cc1cc(C(=O)Cn2nc(C(=O)O)c3ccccc3c2=O)c(C)n1CC(F)(F)F	-0.4%	-3	-1%	-13%	5%	-1%	1%	15%	-11%	-1%	2
COc1ccc(C)cc1NC(=O)NC1CCN(Cc2ccccc2)CC1	0.0%	-17	-8%	-29%	0%	-4%	?	-3%	3%	-3%	-1
Cc1ccsc1C1C=C(c2cccc(Br)c2)Nc2ncnn21 (stereo unspecified)	-0.6%	17	0%	-33%	2%	0%	?	-9%	52%[activator]	-11%	0
O=C(CN1CC(c2ccccc2)CC1=O)N/N=C/c1cc(Br)ccc1O (stereo unspecified)	-0.2%	-13	-5%	-13%	-5%	0%	1%	2%	269%[activator]	0%	0
CCCC[C@@H]1C=C(C(=O)O)[C@H](c2ccc(CC)cc2)N1S(=O)(=O)c1ccc(C)cc1	-0.5%	-17	0%	12%	·	·	1%	·	-1%	-3%	·
CC(C)[C@H](NC(=O)CCn1nnc2ccccc2c1=O)C(=O)O	-0.1%	-17	-3%	3%	-1%	2%	-1%	0%	4%	-3%	3
COCC(C)n1c(C)cc(C(=O)COC(=O)c2oc3ccccc3c2C)c1C (stereo unspecified)	-0.7%	17	-2%	-3%	-4%	7%	-9%	9%	-7%	-2%	-3
N#Cc1ccc(C(=O)Nc2nnc(-c3cccs3)o2)cc1	-0.8%	-2	7%	-23%	-8%	0%	?	?	0%	-2%	1
N#C/C(=C\Nc1ccccc1SC(F)(F)F)c1nc(-c2ccc(F)cc2)cs1	-0.6%	-11	0%	-33%	-19%	3%	1%	0%	-10%	1%	3
COc1ccc(-c2cc(C(=O)N3CCN(c4ccccc4OC)CC3)no2)cc1OC	-0.2%	-5	-4%	30%	8%	0%	?	15%	-8%	0%	3
CN1CCc2cc3c(c4c2[C@H]1[C@H](O)c1ccccc1-4)OCO3	-0.5%	0	-5%	-10%	-4%	·	5%	-2%	1%	-6%	-32*
COc1ccc(-c2noc(CN(C(=O)C(C)(C)C)C(C)C)n2)cc1	-0.9%	0	3%	11%	5%	0%	-1%	-14%	-1%	3%	9
Cc1ccc(-c2nnc(NC(=O)CCS(=O)(=O)c3ccccc3)o2)c(C)c1	0.1%	-6	1%	-26%	·	·	8%	·	0%	0%	·
Cc1ccc2nc(-c3ccc(NS(C)(=O)=O)cc3)cc(-c3ccccc3)c2c1	0.1%	?	0%	-45%[inhibitor]	2%	2%	-15%	8%	9%	1%	-5
CC(=O)Oc1cccc2c1C(=O)c1c(OC(C)=O)cc(C(=O)O)cc1C2=O	0.3%	-2	5%	·	-69%	·	?	?	-2%	-13%	1&-11
COCCSc1ccccc1C(=O)Nc1nccs1	0.1%	-1	3%	-12%	-3%	1%	-1%	-4%	-3%	-5%	-1
CCN(CC)S(=O)(=O)c1ccc(NC(=O)c2ccc(OCC3CCCO3)cc2)cc1 (stereo unspecified)	0.4%	-3	0%	-41%	·	·	-6%	·	-1%	-6%	·

Compounds above that have a thiophene ring, fused or not, in the order listed:
SMILES	B2AR arrestin	Giardia kill	Tb PFK inh	a7 integrin act	PKM2 activator	GALK inhibitor	BCR signal inh	Menin-MLL TR inh	S-ASM inh	PTAP TSG101 blk	Coupling enz
O=C(N/N=C/c1cc([N+](=O)[O-])ccc1O)/C(=C\c1cccs1)NC(=O)c1ccccc1	-0.4%	-5	8%	-47%[inhibitor]	-12%	-3%	6%	?	-2%	1%	-2
Cc1ccsc1C1C=C(c2cccc(Br)c2)Nc2ncnn21 (stereo unspecified)	-0.6%	17	0%	-33%	2%	0%	?	-9%	52%[activator]	-11%	0
N#Cc1ccc(C(=O)Nc2nnc(-c3cccs3)o2)cc1	-0.8%	-2	7%	-23%	-8%	0%	?	?	0%	-2%	1

Source: PubChem (National Center for Advancing Translational Sciences (NCATS))
